sgs1 mgt1 = NCI yeast anticancer drug screen, S. cerevisiae sgs1 mgt1 strain; growth inhibition, % at 50 µM; 78,000 tested, 10% active;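 also: 0% = growth of vehicle-only cultures of the same strain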
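Mutant yeast exposed to compound; growth scored against vehicle-only wells.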
bub3 = NCI yeast anticancer drug screen, S. cerevisiae bub3 mutant strain. growth inhibition, % at 50 µM. 78,000 tested, 9.9% active;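 also: 0% = growth of vehicle-only cultures of the same strain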
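Steps: expose the mutant yeast strain to compound; grow alongside vehicle-treated cultures; measure growth; express inhibition against the vehicle cultures.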
cln2 rad14 = NCI yeast anticancer drug screen, S. cerevisiae cln2 rad14 strain. % growth inhibition at 50 µM. 78,000 tested, 8.3% active. AID 165;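 also: 0% = growth of vehicle-only cultures of the same strain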
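Test compounds were added to cln2 rad14 yeast cultures; inhibition of growth was then determined by comparison with vehicle treatment.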
mlh1 rad18 = NCI yeast anticancer drug screen, S. cerevisiae mlh1 rad18 strain; 79,000 tested, 11% active; AID 175; growth inhibition, % at 50 µM;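 also: 0% = growth of vehicle-only cultures of the same strain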
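Inhibition values reflect reduced growth of mutant yeast versus vehicle-treated controls following compound exposure; the mutations affect DNA damage repair.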
mec2-1 = NCI yeast anticancer drug screen, S. cerevisiae mec2-1 strain | 79,000 tested, 9% active | % growth inhibition at 50 µM | AID 157;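 also: 0% = growth of vehicle-only cultures of the same strain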
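Cells of the genetically defined mec2-1 yeast strain are incubated with test compound. Inhibition of growth is calculated against vehicle-treated controls.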
rad50 = NCI yeast anticancer drug screen, S. cerevisiae rad50 strain; 79,000 tested, 10% active; % growth inhibition at 50 µM; AID 155;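 also: 0% = growth of vehicle-only cultures of the same strain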
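Inhibition values express reduced yeast growth in compound-treated cultures relative to vehicle-treated controls.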
Active calls of the source: *; nt = not tested or not shown; & = joins results of further samples. Rule as the data show it: active = growth inhibition above about 70%; inactive = the rest.

SMILES	sgs1 mgt1	bub3	cln2 rad14	mlh1 rad18	mec2-1	rad50
C=C1c2nc3ccccc3n2C=C(c2ccc(OC)cc2)N1c1ccccc1	-1.2	21.2	21.6	15.1	20.2	6.0
CNC1C(OC2C(OC3C(O)C(O)C(N=C(N)N)C(O)C3N=C(N)N)OC(C)C2(O)CO)OC(CO)C(O)C1O (stereo not drawn)	91.8*	93.5*	81.8*	93.1*	93.5*	91.3*
O=C(NC(=O)c1cc2cc(Br)cc(Br)c2oc1=O)Oc1ccccc1	14.1	-2.5	25.4	13.1	19.4	24.9
CS(=O)(=O)Sc1ccccc1C(=O)O	38.4	-1.6	-21.4	27.1	13.6	16.6
Nc1ccc(F)c(Cl)c1	10.7	-4.2	-17.9	14.7	-16.4	0.8
CN(C)CCOc1cccc(OCCN(C)C)n1	3.2	9.3	1.1	8.7	-3.2	10.7
CN(C)c1ccc(SSc2ccc(N(C)C)cc2)cc1	3.2	6.5	-3.9	1.2	-20.6	-6.9
CCCCN1C(=O)NC(Cc2ccccc2)C1=O (stereo not drawn)	-13.2	-1.9	5.0	-12.5	-1.4	-13.2
COc1c(OC)c(OC)c2c(c1OC)c(=O)c1ccccc1n2C	30.8	14.4	18.8	-42.2	22.9	12.6
COc1ccc(C=Nc2c(O)ccc3c2CCCC3)cc1OC	-6.1	1.9	-49.3	14.9	4.7	9.6
CN(C)c1ccccc1CC(c1c[nH]c2ccccc12)c1c[nH]c2ccccc12	87.6*	85.2*	86.2*	82.0*	89.5*	84.8*
CN(C)CCCNC(=O)N/N=C\c1cccc2ccccc12	-17.4	-4.0	14.8	-6.5	-24.0	-2.9
O=C(CSc1nnc(-c2ccc(N=Cc3ccc(Cl)cc3)cc2)o1)Nc1ccc(Cl)cc1	-2.2	-11.8	-66.0	0.0	-41.0	3.1
CCCCCC1CCN(C(=O)c2ccc(N)cc2)CC1	44.8	94.4*	49.0	42.7	52.8	90.0*
COC(=O)c1ccc(Oc2nc3ccc(C(F)(F)F)cc3nc2-c2ccccc2)cc1	14.3	-23.8	-34.1	-19.1	-31.9	-11.9
CCCCCCCCCCSCCO	93.5*	92.5*	92.3*	92.7*	94.0*	92.7*
Cc1ccc(C)c(C(=O)c2ccccc2)c1C(=O)O	12.8	7.7	-29.9	-4.2	7.8	-24.6
COc1cc(O)c2c(=O)c3c(C)cccc3n(C)c2c1	0.0	-2.0	-22.2	-8.0	-8.7	-12.1
Cc1ccc2c(c1)C=C/C(=C/c1cc[n+](C)c3ccccc13)N2C	13.3	-5.8	-1.1	1.6	-22.2	-8.0
c1ccc2c(c1)nnn2CNc1ccc(N2CCCCC2)cc1	-54.4	-43.5	-10.6	-28.6	-14.8	-25.2
O=C1CN(CN2CCOCC2)C(=O)CN1CN1CCOCC1	44.0	36.2	18.6	32.9	19.1	39.3
CCCCCC/C=N\NC(N)=S	30.4	17.9	-71.1	28.2	14.2	-17.1
CC(C)(O)c1ccccc1[S+]1OC(C)(C)c2ccccc21 (stereo not drawn)	30.3	98.3*	56.8	35.8	17.6	27.9
CC(C)(C)c1cc(-c2c3nc(c(-c4cc(C(C)(C)C)cc(C(C)(C)C)c4)c4ccc([nH]4)c(-c4cc(C(C)(C)C)cc(C(C)(C)C)c4)c4nc(c(-c5cc(C(C)(C)C)cc(C(C)(C)C)c5)c5ccc2[nH]5)C=C4)C=C3)cc(C(C)(C)C)c1	24.2	2.6	23.3	31.2	15.4	19.8
C(=NCCCN1CCN(CCCN=Cc2cccc3ccccc23)CC1)c1cccc2ccccc12	15.2	18.7	13.2	-5.5	7.3	6.1
O=C(c1ccccc1)c1c(CO[N+](=O)[O-])n([O-])c2ccccc2[n+]1=O	98.3*	97.7*	99.2*	98.8*	99.0*	98.5*
O=C(Nc1ccccc1Cl)c1cccnc1	9.2	-7.4	51.6	4.5	14.8	6.5
CC(C)(C)c1ccc2c(c1)C(O)(c1ccccc1)C1OC1(C(C)(C)C)C2=O (stereo not drawn)	79.3*	94.7*	91.7*	93.2*	94.5*	96.2*
COCCCNC(=S)C(=S)NCCCOC	8.8	-1.6	2.2	10.3	11.2	3.8
Oc1ccccc1-c1cc(-c2ccccc2)nc(NCCCCCCNc2nc(-c3ccccc3)cc(-c3ccccc3O)n2)n1	-12.1	-6.4	-24.2	11.2	3.9	9.8
Cc1ccc(N2C(=O)N(c3ccc(C)cc3)C3(SC=NN3C)C2=O)cc1 (stereo not drawn)	-22.2	-7.5	20.4	-15.8	-15.6	-20.9
CCCCCCCCCCCCCC(N)c1ccc(C)cc1 (stereo not drawn)	99.5*	98.5*	97.7*	98.3*	99.2*	99.0*
Cc1nc(-c2nc(C)c(C(=O)/C=C/c3ccc([N+](=O)[O-])cc3)s2)sc1C(=O)/C=C/c1ccc([N+](=O)[O-])cc1	17.6	3.7	-35.6	41.7	-0.3	29.4
O=C1C(Cl)=C(N2C(=O)CCCC2=O)C(=O)c2ccccc21	91.5*	89.1*	89.8*	88.3*	90.2*	89.2*
O=C(O)CCCCCCCCCCOc1ccc(Cl)cc1Cl	94.3*	99.3*	5.5	98.2*	99.1*	98.0*
COc1cc2oc3cc(OC)c(OC)c(CC=C(C)C)c3c(=O)c2c(O)c1CC=C(C)C	0.1	-30.6	5.8	21.2	-30.6	-1.4
CCC(C)(C)c1ccc(OCCCCNC(=O)c2ccc3ccccc3c2O)c(C(C)(C)CC)c1	-14.2	-18.2	-37.1	3.1	2.0	-7.7
c1ccc2c(c1)N=c1ccccc1=P21c2ccccc2Nc2ccccc21	87.8*	89.8*	89.5*	83.2*	90.9*	87.3*
CCCCCCCCCCCC(=O)NCC(C)C	-6.7	9.8	-3.6	0.2	6.2	8.3
Cc1nc(C(N)=O)c(N)n1CCN1CCN(C(=O)CCCCCCCCCCNC2N=CNc3nc[nH]c32)CC1 (stereo not drawn)	32.1	0.1	30.9	28.4	22.4	36.6

Reformatted with two lines to a compound: part of the list above
The line under a structure holds: sgs1 mgt1 | bub3 | cln2 rad14 | mlh1 rad18 | mec2-1 | rad50
- CCCCCCCCCCCCCC(N)c1ccc(C)cc1 (stereo not drawn)
  99.5* | 98.5* | 97.7* | 98.3* | 99.2* | 99.0*
- Cc1nc(-c2nc(C)c(C(=O)/C=C/c3ccc([N+](=O)[O-])cc3)s2)sc1C(=O)/C=C/c1ccc([N+](=O)[O-])cc1
  17.6 | 3.7 | -35.6 | 41.7 | -0.3 | 29.4

Next part
SMILES	sgs1 mgt1	bub3	cln2 rad14	mlh1 rad18	mec2-1	rad50
Cc1ccc(N=C2SC(=NN(C)C)SC2=Nc2ccc(C)cc2)cc1	8.3	-5.2	-20.3	-11.6	-14.1	18.9
Nc1nc2scnc2c(=O)[nH]1	-3.2	-8.5	-8.0	8.3	-4.3	7.1
COC(=O)C1=C2Nc3ccccc3C23CCN2C(O)C4(CC5CC67CCOC6CCN6CCC8(c9cccc(OC)c9N(C4)C58O)C67)C4OCCC4(C1)C23 (stereo not drawn)	-1.6	-12.8	10.9	-67.9	-8.8	-14.7
CCCC1OC(CCC)C2CCCOC2O1 (stereo not drawn)	5.7	-12.1	-5.6	1.6	-8.1	14.4
O=C(O)c1ccc(-c2ccc(C(=O)O)cc2I)c(I)c1	6.2	0.1	-5.2	10.0	2.2	25.2
Cc1c(Cl)cccc1NC(=O)Nc1nccs1	9.1	34.4	-12.6	10.3	11.2	3.6
CCCCCCCCCCCCCCCCCCn1cnc2ncnc(Cl)c21	8.2	96.5*	55.3	32.7	5.6	7.0
CCC(=O)CC(=O)C(=O)OC	-8.4	3.5	-15.7	17.0	14.6	6.2
O=C(CC(=O)Nc1ccccc1)Cc1ccccc1	3.4	-5.8	-15.1	-18.8	-4.8	-21.7
Cc1nc(C(N)=S)sc1C(=O)CC(=O)C(=O)Nc1cccc(Cl)c1C	-10.2	-0.4	-6.7	-53.4	-2.4	1.2

By substructure, those above with an NH in an aromatic ring
SMILES	sgs1 mgt1	bub3	cln2 rad14	mlh1 rad18	mec2-1	rad50
CN(C)c1ccccc1CC(c1c[nH]c2ccccc12)c1c[nH]c2ccccc12	87.6*	85.2*	86.2*	82.0*	89.5*	84.8*
CC(C)(C)c1cc(-c2c3nc(c(-c4cc(C(C)(C)C)cc(C(C)(C)C)c4)c4ccc([nH]4)c(-c4cc(C(C)(C)C)cc(C(C)(C)C)c4)c4nc(c(-c5cc(C(C)(C)C)cc(C(C)(C)C)c5)c5ccc2[nH]5)C=C4)C=C3)cc(C(C)(C)C)c1	24.2	2.6	23.3	31.2	15.4	19.8
Cc1nc(C(N)=O)c(N)n1CCN1CCN(C(=O)CCCCCCCCCCNC2N=CNc3nc[nH]c32)CC1 (stereo not drawn)	32.1	0.1	30.9	28.4	22.4	36.6
Nc1nc2scnc2c(=O)[nH]1	-3.2	-8.5	-8.0	8.3	-4.3	7.1

Going on with the list:
SMILES	sgs1 mgt1	bub3	cln2 rad14	mlh1 rad18	mec2-1	rad50
Nc1csc(N)n1	15.1	-2.1	-25.9	8.8	6.9	8.9
Nc1cn(C2CC(O)C(CO)O2)c(=O)[nH]c1=O (stereo not drawn)	-2.5	-4.4	1.0	-9.1	-1.9	0.0
COc1cc(C)c(C)c(OC(=O)c2c(C)c(C)c(OC)c(C)c2OC)c1C	11.3	23.6	8.9	16.1	-17.1	10.3
N#CCCn1nc(SCc2ccccc2)c(=S)[nH]c1=O	4.5	46.0	28.6	14.7	4.9	-3.1
COC1CC(N=[N+]=[N-])C2OC(c3ccccc3)OCC2O1 (stereo not drawn)	10.6&7.7	3.5&1.1	-7.9&-14.6	2.4&7.2	13.4&4.5	13.3&1.8
O=C(Nc1ccc(CCC2=NCCCN2)cc1)c1ccc(C(=O)Nc2ccc(CCC3=NCCCN3)cc2)cc1	12.1	25.4	43.2	25.1	26.3	2.0
C1#CCSCC#CCSC1	11.1	40.0	24.2	24.0	3.4	14.2
CC1(c2ccc(-c3ccccc3)cc2)NC(=O)NC1=O (stereo not drawn)	14.9	-4.8	-22.5	-2.3	10.3	3.5
CCOC(OCC)N1C(=O)C2(C(OCC)OCC)CC3C(OC(=O)N3N)c3cccc1c32 (stereo not drawn)	-7.5	-4.8	-8.9	-4.4	4.2	-16.4
CCCCN1C(=O)c2cccnc2C1=O	-2.9	-8.0	-73.0	-10.4	-17.2	-5.8

Individual results from the list.
`CCCCCCCCCCCCCCCCCCn1cnc2ncnc(Cl)c21` in sgs1 mgt1 = 8.2
`O=C(O)CCCCCCCCCCOc1ccc(Cl)cc1Cl` in rad50 = 98.0*

(cont.)
SMILES	sgs1 mgt1	bub3	cln2 rad14	mlh1 rad18	mec2-1	rad50
COc1cc(Cc2cnc(N)nc2N)cc(OC)c1OCCCNc1ccc([N+](=O)[O-])cc1	49.3	37.7	0.4	40.6	8.3	27.9
COc1ccc(-c2cc(C(=O)O)c3ccc(C)cc3n2)cc1	nt	nt	nt	16.2	3.8	19.4
Nc1ccc(CC(=O)O)c(N)c1	-4.6	4.6	-6.2	-0.4	-7.8	0.6
Cc1csc2[n+]1C(=O)/C(=C\c1ccc([N+](=O)[O-])cc1)S2	50.3	46.9	57.5	78.3*	56.2	69.6
CC(=O)NC(Cc1cc(I)c(O)c(I)c1)C(=O)O (stereo not drawn)	4.4	20.3	2.5	5.5	-9.2	-0.3
CCC(O)(CC)Cc1ccc(Cl)cc1	-0.4	-12.4	-12.2	-6.7	-9.6	-1.0
COC(=O)c1nc(=S)[nH]c(C(=O)OC)c1C(=O)c1cccnc1	17.4	39.4	4.2	17.9	15.2	-4.3
CC(C)CSC(C)C	-27.6	-6.9	-5.2	-11.1	-43.4	-3.6
CC1CC(c2ccccc2)(c2ccccc2)C(=O)C(C)N1C (stereo not drawn)	14.2	72.0*	28.0	25.9	29.9	13.6
N=C1N=Nc2nc(C(C(=O)c3ccc(O)cc3O)c3nc4n(c3O)C(=N)N=N4)c(O)n21 (stereo not drawn)	7.2	-15.3	-24.0	-2.4	-4.3	2.4
CCCCCCCCCC(=O)CCCCC	nt	nt	nt	-18.6	-31.9	-21.1
CC(C)=CCC1=C(OCC(=O)O)C(=O)c2ccccc2C1=O	12.8	20.1	-2.7	23.1	1.4	30.9
CCOC(=O)/C=C/c1ccc(O)cc1	-7.4	-0.4	6.7	-15.6	-4.4	23.5
Cc1ccc(C(C)(C)C)cc1	2.6	-7.3	-26.9	35.0	15.6	17.7
O=C(CC(=O)C(F)(F)F)c1ccc(-c2ccccc2)cc1	98.0*	97.2*	97.8*	98.7*	98.2*	97.0*
O=C(CCl)OCC(=O)c1ccc(-c2ccccc2)cc1	21.2	19.4	10.2	32.4	-1.9	10.2
C[Si](C)(C)N1CCOC1=O	-7.0	-9.7	-10.2	-14.0	19.1	6.0
COc1ccc(/C=C/Cc2cc(C)ccc2O)cc1	10.6	-5.0	-68.0	17.4	-7.4	6.5
CC(C)CC1CC(=O)C(=O)C(CC(C)C)C1 (stereo not drawn)	3.5	4.0	-17.5	-1.1	0.5	8.2
OC(c1ccccc1)(c1ccccc1)c1ccccc1CNc1ccccc1	26.2	19.8	8.0	49.8	30.4	45.5
S=C1Nc2ccccc2SC1c1ccccc1 (stereo not drawn)	-6.8	5.7	23.3	-26.4	-18.4	-30.1
COC(=O)Cc1cc(O)c(C(=O)OC)c(O)c1C(=O)OC	-7.2	9.6	-15.6	-13.2	-10.8	5.5

Screening data deposited in PubChem BioAssay by NCI.
